Compound activity deposited in PubChem BioAssay by Johns Hopkins Ion Channel Center.
Kir21 inh: Kir2.1 (mouse) channel inhibition | HEK293-Kir2.1, FluxOR thallium flux fluorescence; active compounds read low | B-score at 10 µM | 310,000 compounds, 0.85% hits | AID 1672;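 active = fluorescence ratio B-score at or below minus 3 SD of library scores, with starting-brightness B-score within 2 SD, cut at about -4.2 in these data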;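 note: channel flux triggered by added potassium and thallium sulfate stimulus; B-score of peak minus minimum fluorescence over baseline after thallium stimulus; more negative B-score means stronger Kir2.1 block with less thallium influx; some compounds called inactive have numbers as strong as hits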
KCNQ2 inh: KCNQ2 channel blockers in CHO-K1 cells – cell-based, FluxOR thallium flux, B-score, primary screen (AID 2156). 310,000 compounds, 1.1% hits. B-score at 10 µM. 20 min; active compounds read low. O88943;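 active = fluorescence ratio B-score at most minus 3 library SDs, with starting brightness B-score within 2 library SDs, cut at about -5.5 in these data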
Target sequence (O88943 whole entry, looked up): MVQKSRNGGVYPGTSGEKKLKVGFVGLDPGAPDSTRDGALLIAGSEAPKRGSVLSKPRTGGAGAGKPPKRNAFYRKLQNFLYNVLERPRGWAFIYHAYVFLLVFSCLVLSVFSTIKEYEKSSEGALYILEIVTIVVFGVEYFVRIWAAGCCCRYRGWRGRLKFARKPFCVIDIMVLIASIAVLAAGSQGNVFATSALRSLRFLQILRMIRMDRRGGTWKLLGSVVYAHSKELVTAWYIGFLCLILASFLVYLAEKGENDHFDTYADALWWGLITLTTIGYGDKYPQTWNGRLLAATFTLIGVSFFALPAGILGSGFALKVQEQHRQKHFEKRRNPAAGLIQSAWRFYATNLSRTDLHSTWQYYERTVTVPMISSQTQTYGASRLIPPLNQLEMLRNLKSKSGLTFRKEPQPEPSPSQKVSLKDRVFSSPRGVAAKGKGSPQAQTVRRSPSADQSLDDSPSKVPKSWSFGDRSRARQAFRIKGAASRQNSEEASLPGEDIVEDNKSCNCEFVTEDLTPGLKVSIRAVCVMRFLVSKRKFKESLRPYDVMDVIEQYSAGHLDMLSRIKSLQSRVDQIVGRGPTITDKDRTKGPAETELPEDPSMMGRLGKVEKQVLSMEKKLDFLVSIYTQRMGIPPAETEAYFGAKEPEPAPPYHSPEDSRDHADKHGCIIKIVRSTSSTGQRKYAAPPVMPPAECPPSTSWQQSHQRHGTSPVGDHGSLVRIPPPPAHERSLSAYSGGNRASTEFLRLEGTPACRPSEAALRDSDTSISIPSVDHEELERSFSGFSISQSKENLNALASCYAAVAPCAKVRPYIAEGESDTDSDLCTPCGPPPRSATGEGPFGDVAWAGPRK
CHT inh: human CHT choline transport inhibition; Q9GZV3; CHT-expressing cells, membrane potential dye, choline response; active compounds read low; B-score at 10 µM; 310,000 compounds, 0.86% hits;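 active = B-score over 3 SD under the library average, and starting fluorescence ratio not unusually high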;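 note: choline stimulus applied at its EC90 after an EC20 pre-addition; B-score computed on integrated fluorescence ratio after choline addition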
* marks the source's active call; other numbers are inactive results; i = inactive. Not a hit list; any-hit rate near 2.6%.

item | Structure | Kir21 inh | KCNQ2 inh | CHT inh
1 | CCOC(=O)c1cccnc1NC(=O)c1ccncc1 | 1.6 | i | i
2 | COc1ccc(CC(=O)NC(C)c2ccc(S(N)(=O)=O)cc2)cc1S(=O)(=O)N1CCOCC1 (stereo not given) | -0.16 | i | i
3 | Cn1c(-[n+]2c(-c3ccccc3)cc(-c3ccccc3)cc2-c2ccccc2)nc2c([N+](=O)[O-])cccc21 | -2.3 | i | i
4 | O=C(Nc1cccc(S(=O)(=O)N2CCCC2)c1)c1cccc(OC(F)F)c1 | -0.07 | i | i
5 | CCCC(=O)N(c1ccc(OCC)cc1)C1C=CS(=O)(=O)C1 (stereo not given) | -1.4 | i | i
6 | O=C(Cn1cnc2cc([N+](=O)[O-])ccc2c1=O)NCCc1ccc(Cl)cc1 | -0.96 | i | i
7 | CCc1ccccc1-n1c(SCC(=O)Nc2ccc3c(c2)OCCO3)nc2[nH]ncc2c1=O | 0.27 | i | i
8 | OCCn1c(SCCOc2ccccc2F)nc2ccccc21 | 0.48 | i | i
9 | COc1cccc(-c2nnc3n2N=C(c2cc(OC)ccc2OC)CS3)c1 | -1.2 | i | i
10 | O=S(=O)(Nc1ncccn1)c1ccc(F)cc1 | -1 | i | i
11 | CC1CCN(S(=O)(=O)c2ccc(Cl)cc2)CC1 | -0.49 | i | i
12 | CCN(CC)S(=O)(=O)c1ccc(C(=O)Oc2cc(C)[nH]c(=O)c2[N+](=O)[O-])cc1 | 0.23 | i | i
13 | O=C(COc1ccccc1[N+](=O)[O-])Nc1cc(Cl)ccc1C(=O)O | -0.04 | i | i
14 | CC(=O)N1CCC(O)(c2ccc3c(c2)OCO3)CC1 | -0.04 | i | i
15 | COC(=O)C(NC(=O)CCC(=O)NC(C(=O)OC)c1ccccc1)c1ccccc1 (stereo not given) | -0.08 | i | i
16 | CC(C)Cn1cc(C(=O)NC2CCN(Cc3ccccc3)CC2)c2c3ccccc3n(C)c2c1=O | 0.69 | i | i
17 | C=CCNC(=O)c1onc(CSc2ccc(Cl)cc2)c1C(=O)O | 0.76 | i | i
18 | COc1ccc(NC(=O)CSc2nnc(Cc3cccn3C)n2-c2ccc(OC)cc2)cc1 | -1.2 | i | i
19 | CCOc1ccc(-n2c(O)c(/C=N/NC(=O)C3COc4ccccc4O3)c3ccccc3c2=O)cc1 (stereo not given) | 0.04 | i | i
20 | CCOC(=O)NC(NC(=S)Nc1ccccc1OC)C(Cl)(Cl)Cl (stereo not given) | -0.02 | i | i
21 | S=C(NCCN1CCOCC1)Nc1ccc(Cl)cc1Cl | 0.02 | i | i
22 | CC(C)(C)C(=O)COC(=O)CNC(=O)c1ccc(Oc2ccccc2)cc1 | 0.9 | i | i
23 | COc1ccc(NC(=O)CSc2nnnn2C2CC3C=CC2C3)cc1 (stereo not given) | 0.31 | i | i
24 | COc1ccc(Cc2nnc(NC(=O)c3c(-c4ccccc4)noc3C)s2)cc1OC | -0.03 | i | i
25 | CCCCN(C(=O)CSc1nnc(Nc2ccccc2)s1)c1c(N)n(CCC)c(=O)[nH]c1=O | -0.79 | i | i
26 | COc1ccc(C(=O)n2cnnc2N)cc1 | -0.19 | i | i
27 | COc1ccc(C(Nc2cccc([N+](=O)[O-])c2)P(=O)(OC(C)C)OC(C)C)cc1 (stereo not given) | -0.61 | i | i
28 | CCc1ccccc1NC(=S)N(CCN1CCOCC1)C1CCN(C(C)=O)CC1 | -1 | i | i
29 | CSC(=NNC(=O)c1ccccc1O)SC | 0.52 | i | i
30 | CC(=O)Nc1cccc(NC(=O)c2ccccc2OCc2c(C)noc2C)c1 | -3.5 | i | i

Entries of single compounds, looked up by structure. Order of screens: Kir21 inh	KCNQ2 inh	CHT inh
CC(C)Cn1cc(C(=O)NC2CCN(Cc3ccccc3)CC2)c2c3ccccc3n(C)c2c1=O across the screens: 0.69	i	i
O=C(Nc1cccc(S(=O)(=O)N2CCCC2)c1)c1cccc(OC(F)F)c1 across the screens: -0.07	i	i
CC(C)(C)C(=O)COC(=O)CNC(=O)c1ccc(Oc2ccccc2)cc1 across the screens: 0.9	i	i
CCOc1ccc(-n2c(O)c(/C=N/NC(=O)C3COc4ccccc4O3)c3ccccc3c2=O)cc1 (stereo not given) across the screens: 0.04	i	i

(further entries)
item | Structure | Kir21 inh | KCNQ2 inh | CHT inh
31 | CC(Cc1ccccc1)NC(=O)CCCN1C(=O)c2ccccc2C1=O (stereo not given) | -0.01 | i | i
32 | Cc1c(Cc2ccccc2)c(=O)oc2c(C)c(OCC(=O)NCC3CCC(C(=O)O)CC3)ccc12 (stereo not given) | 0.55 | i | i
33 | CC1=C(C)CC(C(=O)NCc2ccccc2F)C(C(=O)O)C1 (stereo not given) | -0.13 | i | i
34 | CSc1cccc(NC(=O)CN(C)S(=O)(=O)c2ccccc2)c1 | 0.56 | i | i
35 | COc1ccc(NC(=O)C2CC(=O)OC2(C)C)cc1 (stereo not given) | -0.95 | i | i
36 | CCN(CC(=O)Nc1ccc(OC)cc1)CC(=O)Nc1cccc(C#N)c1 | 1.2 | i | i
37 | O=C(CSc1cn[nH]n1)Nc1ccc(Cl)cc1Cl | -2.7 | i | i
38 | O=C(NCc1ccco1)/C(=C/C=C\c1ccccc1)NC(=O)c1ccc(Br)o1 | -3.5 | i | i
39 | COc1ccc(NC(=O)CSc2nnc(NC(=O)C3CC3)s2)cc1OC | 0 | i | i
40 | CCOC(=O)c1sc(=NC(=O)c2ccc(Cl)s2)n(C)c1C | 2.9 | i | i
41 | COc1ccccc1C(=O)NCCCNc1ccc([N+](=O)[O-])cc1 | 0.91 | i | i
42 | COc1ccccc1N(CC(=O)NCCSC(C)(C)C)S(C)(=O)=O | -0.14 | i | i
43 | Cc1ccc(C(=O)NCCNC(=O)COc2ccc(Cl)cc2)cn1 | 1.9 | i | i
44 | COC(=O)c1cc(C(=O)N2CCOCC2)cc([N+](=O)[O-])c1 | -0.77 | i | i
45 | COc1cc(CN(C(=S)NCC(=O)NC2CC2)C2CCCC2)cc(OC)c1OC | -1.9 | i | i
46 | CC(C)C[C@H](NC(=O)[C@@H]1Cc2ccccc2CN1)C(=O)Nc1ccc(C(C)C)cc1 | -0.19 | i | i
47 | COc1cccc(/C=N/NC(=S)Nc2cccc(C(=O)O)c2)c1 | -1.2 | i | i
48 | CC(=O)NCCc1ccc(S(=O)(=O)N(C)C2CCS(=O)(=O)C2)cc1 (stereo not given) | -1 | i | i
49 | O=C(CN1C(=O)C2C3C=CC(C3)C2C1=O)NCc1ccccc1 (stereo not given) | -0.07 | i | i
50 | CCOC(=O)N1CCN(S(=O)(=O)c2ccc3c4c(cccc24)C(=O)N3)CC1 | 0.47 | i | i
51 | CC(C)(C)NC(=O)CN(C(=O)C1(C)CC(=O)N=C2C=CC=CN21)C1CCCC1 (stereo not given) | -0.08 | i | i
52 | O=C(COC(=O)C1CCCO1)Nc1cccc(C(F)(F)F)c1 (stereo not given) | 0.72 | i | i
53 | CC(C)Oc1ccccc1/C=N/n1nnnc1N | -0.71 | i | i
54 | CC(C)C1O/C(=N/C(=O)Nc2ccc(Cl)c(Cl)c2)NC1=O (stereo not given) | 2.1 | i | i
55 | CCN1CCN(C(=O)CSCc2nc(-c3ccc(OC)c(OC)c3)oc2C)CC1 | -0.21 | i | i
56 | CCOc1ccc(N(CC(=O)NCc2ccc(F)cc2)S(=O)(=O)c2c(C)noc2C)cc1 | -0.11 | i | i
57 | Cn1ncc2c(O/N=C(\N)c3ccc(C(F)(F)F)cc3)ncnc21 | -0.16 | i | i
58 | O=C(c1ccco1)N1N=C(c2cccs2)CC1c1ccco1 (stereo not given) | 0.36 | i | i
59 | CC(CC(=O)O)CC(=O)Nc1ccc(S(N)(=O)=O)cc1 (stereo not given) | -1.1 | i | i
60 | Cc1c(C#N)c(SCC(N)=O)nc2c1CCCC2 | -2.2 | i | i

The results go on:
item | Structure | Kir21 inh | KCNQ2 inh | CHT inh
61 | O=C(NCCc1ccc(F)cc1)Nc1ccccc1Cl | 0.64 | i | i
62 | CCOC(=O)C(NC(C)=O)(OCc1ccc(F)cc1)C(F)(F)F (stereo not given) | 1.9 | i | i
63 | COc1ccccc1NC(=O)NCCN1CCN(c2cccc(Cl)c2)CC1 | -0.48 | i | i
64 | CCOC(=O)N1CCN(C(=O)C2CCN(S(=O)(=O)c3ccc(NC(C)=O)cc3)CC2)CC1 | 0.01 | i | i
65 | Cc1ccc(S(=O)(=O)NCCC(=O)NC2CCCC2)cc1 | -0.13 | i | i
66 | COc1ccc(-n2c(SCC(=O)/C(C#N)=C(\C)N)nc3ccccc3c2=O)cc1OC | -1.9 | i | i
67 | O=C(Nc1ccc(Br)cc1)C1CCCN(S(=O)(=O)c2cccnc2)C1 (stereo not given) | -0.68 | i | i
68 | CN(C)S(=O)(=O)c1ccc(C(=O)Nc2nnc(-c3ccc4c(c3)CCCC4)o2)cc1 | -0.29 | i | i
69 | COc1cc(-c2nc(S(=O)(=O)c3ccccc3)c(N3CCOCC3)o2)cc(OC)c1OC | 1.3 | i | i
70 | Cc1cc(-c2ccc(C(C)C)c(S(=O)(=O)NCCN3CCC(C)CC3)c2)on1 | -1.8 | i | i
71 | COc1ccccc1NC(=O)c1sc2ncn(Cc3ccccc3C)c(=O)c2c1C | -0.02 | -5.8* | i
72 | COCCn1c(SCCOc2ccccc2)nc2ccccc2c1=O | -2.3 | i | i
73 | CCOc1ccc(S(=O)(=O)NC2CCCC2)cc1 | 0.46 | i | i
74 | Cc1cccnc1NC(=O)Nc1ccc(Cl)cc1 | -0.72 | i | i
75 | COc1ccc(C(=O)NC(C)c2ccc(-n3ccnc3)cc2)c(OC)c1 (stereo not given) | -0.32 | i | i
76 | COCCN(Cc1ccccc1)C(=O)c1cc(S(=O)(=O)N2CCCCCC2)ccc1OC | -1.3 | i | i
77 | CN(C)CCCNC(=O)c1cc(C(=O)c2ccccc2)c[nH]1 | 1 | i | i
78 | CCSc1nc(N)nc(-c2cccs2)c1C#N | -0.25 | i | i
79 | COc1ccc(NC(=O)c2cc(-c3ccc(C)c(C)c3O)n[nH]2)cc1Cl | 0 | i | i
80 | CC(C)n1c(NCc2c[nH]c3ccccc23)nc2ccccc21 | -1.2 | -8.1* | i
81 | CCOC(=O)[C@@H]1[C@H]2COc3ccccc3[C@@H]2N2C(=O)N(c3ccccc3)C(=O)[C@@]12C | 0.93 | i | i
82 | COc1cc(S(=O)(=O)N2CCN(c3ccccc3F)CC2)ccc1Cl | -0.53 | i | i
83 | CCOc1ccc(NC(=O)CN(C)S(=O)(=O)c2ccc(-c3ccc(=O)[nH]n3)s2)cc1 | 3.4 | i | i
84 | CC1=C(C(=O)N2CCOCC2)C(c2cccc3ccccc23)NC(=S)N1 (stereo not given) | 0.55 | i | i
85 | COC(=O)c1ccccc1NC(=O)c1cccs1 | -0.73 | i | i
86 | COc1ccc(NC(=O)CCNC(=O)c2ccccc2Cl)cc1OC | 1.1 | i | i
87 | O=C(O)CCC(=O)N1N=C(c2cccs2)CC1c1cn(-c2ccccc2)nc1-c1ccccc1 (stereo not given) | 0.48 | i | i
88 | Cc1nn(CC(=O)NCc2cccnc2)c(=O)c2ccccc12 | 0.12 | i | i
89 | CCCNC(=O)c1ccc(Cn2c(=S)[nH]c3c([nH]c4ccc(OC)cc43)c2=O)cc1 | -2 | i | i
90 | CC1(C)N=C(c2ccc(Cl)cc2)C(=O)N1 | 0.83 | i | i

Later entries:
item | Structure | Kir21 inh | KCNQ2 inh | CHT inh
91 | CCN(CC(=O)Nc1ccccc1C(F)(F)F)C(=O)c1cc2c(s1)CCCCC2 | 0.39 | i | i
92 | COc1cc(/C(C)=N\NC(N)=S)cc(OC)c1OC | 0.65 | i | i
93 | COCCNC(=O)c1cccc(NS(=O)(=O)c2cccc3cccnc23)c1 | -1.1 | i | i
94 | COc1ccccc1CNc1cc(C)ccc1C | 0.86 | i | i
95 | O=C(NCCc1ccc(Cl)cc1Cl)c1cncc(Br)c1 | 0.09 | i | i
96 | COc1ccc(-n2c(SCC(=O)N3CCC(C(=O)O)CC3)nc3ccccc3c2=O)cc1OC | 0.51 | i | i
97 | Nc1nnc(SCC(=O)NC2CCCCC2)s1 | -0.18 | i | i
98 | CCOC(=O)N1CCN(S(=O)(=O)c2ccc(C(=O)Nc3sc4c(c3C#N)CC(C)(C)NC4(C)C)cc2)CC1 | 1.9 | i | i
99 | COc1ccccc1NCC(=O)NNCC(=O)Nc1ccc(F)c(Cl)c1 | -0.66 | i | i
100 | CC1S/C(=C(\C#N)C(=O)NCc2ccco2)N(c2ccc(F)cc2)C1=O (stereo not given) | -0.36 | i | i
101 | CNC(=O)C(=O)Nc1nc(C23CC4CC(CC(C4)C2)C3)cs1 | 1.5 | i | i
102 | O=C(NC12CC3CC(CC(C3)C1)C2)c1c(Cl)cccc1Cl | 0.04 | i | i
103 | COc1ccc(C2C(C#N)=C(N)OC3=C2C(=O)CCC3)cc1Cn1nc(C)c([N+](=O)[O-])c1C (stereo not given) | 0.74 | i | i
104 | COc1cc(C(=O)NCC(=O)N/N=C(\C)Cc2ccccc2)cc(OC)c1OC | 1.6 | i | i
105 | COc1ccc(C2c3ccc(O)cc3Oc3ncn(CCCO)c(=N)c32)cc1OC (stereo not given) | -2.5 | i | i
106 | Cc1ccc(C(=O)NCC(=O)NCC(=O)OCc2ccc(Cl)cc2)cc1 | -0.05 | i | i
107 | O=C(O)CSc1nnc(C2COc3ccccc3O2)n1-c1ccccc1 (stereo not given) | 0.34 | i | i
108 | Cc1cc(C(=O)OCC(=O)NCc2ccc(Cl)cc2)c(C)o1 | 0 | i | i
109 | Cn1nc(C(=O)Nc2cccc(C(F)(F)F)c2)c2ccccc2c1=O | 0 | i | i
